From PubChem BioAssay
GLP1R inv ag – qHTS of GLP-1 Receptor Inverse Agonists (Inhibition Mode); Glucagon-like peptide 1 receptor (Homo sapiens), P43220; HEK293 GLP-1R CRE-luciferase, luminescence, 24 h; GLP-1R form is constitutively active; Potency, µM (doses to about 38.3 µM), for the others: at the highest dose activity change, negative = inhibition, most hits filed as inhibitors; 1.6% of 410,000 active; AID 624417, 2012; also: potency is read from the fitted curve at half-maximal effect; % is scaled to controls: 0 for no effect and ±100 for the full control effect; nearly all actives have a fitted effect of over 55% in size
Target sequence (P43220 whole entry, looked up): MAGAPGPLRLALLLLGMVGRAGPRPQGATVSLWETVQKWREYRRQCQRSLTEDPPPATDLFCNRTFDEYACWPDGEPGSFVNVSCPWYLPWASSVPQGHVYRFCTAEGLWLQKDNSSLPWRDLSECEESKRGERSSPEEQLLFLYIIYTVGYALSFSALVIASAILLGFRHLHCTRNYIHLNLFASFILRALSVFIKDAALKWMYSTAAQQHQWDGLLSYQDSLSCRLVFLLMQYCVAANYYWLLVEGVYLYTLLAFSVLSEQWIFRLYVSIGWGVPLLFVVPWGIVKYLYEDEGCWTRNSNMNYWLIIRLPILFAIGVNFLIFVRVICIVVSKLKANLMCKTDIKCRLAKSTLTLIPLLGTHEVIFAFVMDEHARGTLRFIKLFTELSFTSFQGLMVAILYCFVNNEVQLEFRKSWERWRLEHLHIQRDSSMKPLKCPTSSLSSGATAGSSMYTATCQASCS
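HEK293 cells stably co-expressing a cAMP-responsive luciferase reporter and constitutively active GLP-1R were seeded, incubated 12 h, then exposed to compounds for 24 h at 37 C. Luminescence was read 12 min after detection reagent; inverse agonists lower signal.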
PLK1 PBD block – qHTS for Inhibitors of PLK1-PDB (polo-like kinase 1 - polo-box domain): Primary Screen. Serine/threonine-protein kinase PLK1 (Homo sapiens), P53350. Plk1 PBD binding of FITC phosphopeptide, fluorescence polarization. Potency, µM, for inactives: max response, negative = inhibition, hits mostly inhibitors. 2.8% of 360,000 active; also: potency is read from the fitted curve at half-maximal effect; series mostly up to about 57 µM; % is scaled to controls: 0 for no effect and ±100 for the full control effect; nearly all actives have a fitted effect of over 65% in size
GLP1R ag – qHTS of GLP-1 Receptor Agonists. Glucagon-like peptide 1 receptor (Homo sapiens), P43220. HEK293 GLP-1R CRE-luciferase, luminescence, 4-6 h; cells express a hypersensitive GLP-1R form. Potency, µM (top dose mostly 45.6 µM), without a hit: at the highest dose activation, most hits filed as activators. 0.007% of 380,000 active; also: potency is read from the fitted curve at half-maximal effect; % of control where 0% means no effect
EPAC1 agonist – qHTS for Agonist of cAMP-regulated guanine nucleotide exchange factor 3 (EPAC1): primary screen; EPAC1 agonist qHTS, biochemical assay; response scale: 100% = response to 6.5 mM cAMP; Rap guanine nucleotide exchange factor 3 (Homo sapiens), O95398; Potency, µM (doses to about 154 µM), for the others: top-dose activation, actives largely listed as activators; 0.073% of 360,000 active; also: potency is read from the fitted curve at half-maximal effect; nearly all actives have a fitted effect of over 60% in size
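Compounds were pinned as a concentration titration into mixtures of EPAC1 (100 nM), BODIPY-GDP-loaded Rap1B (250 nM) and GDP (50 uM). After 5 min at room temperature, fluorescence was followed for 30 min; activity was scaled to 6.5 mM cAMP.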
EPAC1 antagonist – qHTS for Antagonist of cAMP-regulated guanine nucleotide exchange factor 3 (EPAC1): primary screen | Rap guanine nucleotide exchange factor 3 (Homo sapiens), O95398 | EPAC1 GEF assay, Rap1b-BODIPY-GDP exchange fluorescence | Potency, µM (highest dose often 115 µM), without a hit: top-dose activity change, negative = inhibition, usual class: inhibitors | 0.14% of 360,000 active;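 also: potency is read from the fitted curve at half-maximal effect; plate controls were vehicle for no effect and positive control for full effect; nearly all actives have a fitted effect of over 50% in size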
PI5P4K alpha inh – qHTS for Inhibitors of phosphatidylinositol 5-phosphate 4-kinase (PI5P4K) | PI5P4Kalpha enzyme, ADP-Glo luminescence, 60 min; hits give low values | 1.2% of 330,000 active | Phosphatidylinositol 5-phosphate 4-kinase type-2 alpha (Homo sapiens), P48426 | AID 652105, 2013 | max response, %; active = max response of -50% or lower; inconclusive = between -30% and -50%; inactive = -30% or higher; also: value at the top dose of about 77 µM; % is scaled to controls: 0 for no effect and ±100 for the full control effect
Target sequence (P48426 whole entry, looked up): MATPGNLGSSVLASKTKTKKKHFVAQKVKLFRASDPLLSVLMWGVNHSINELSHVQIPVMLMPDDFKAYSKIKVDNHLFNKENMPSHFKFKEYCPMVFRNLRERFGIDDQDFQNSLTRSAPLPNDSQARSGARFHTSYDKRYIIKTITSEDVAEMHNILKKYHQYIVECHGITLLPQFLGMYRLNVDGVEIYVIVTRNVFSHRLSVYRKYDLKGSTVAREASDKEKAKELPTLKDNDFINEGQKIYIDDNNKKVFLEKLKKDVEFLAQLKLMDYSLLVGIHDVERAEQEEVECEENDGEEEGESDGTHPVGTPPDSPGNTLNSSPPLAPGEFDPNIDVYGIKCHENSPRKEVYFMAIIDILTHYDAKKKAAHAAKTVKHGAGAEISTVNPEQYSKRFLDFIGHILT
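qHTS, 1536-well: enzyme/substrate mix, compound by pin tool, 5 microM ATP final; RT 60 min; ADP-Glo reagents 1 (45 min) then 2 (30 min); luminescence.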
GLP1R cytotox – qHTS of GLP-1 Receptor Inverse Agonists: Cytotox Screen; HEK293 cAMP-luciferase reporter cells, luminescence, 24 h; 0.13% of 410,000 active; Potency, µM (highest dose often 38.3 µM), for inactives: at the top dose activity change, negative = inhibition, usual class: inhibitors;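 also: loss of luciferase light is scored as toxicity; potency is read from the fitted curve at half-maximal effect; % is scaled to controls: 0 for no effect and ±100 for the full control effect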
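Cells in DMEM/10% Nu serum/1% pen-strep, 1536-well format. Pre-incubated 12 h, dosed with 23 nL compound, incubated a further 24 h. Luciferase detection, 12 min at room temp, luminescence.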
IL-2 act – qHTS of IL-2 Activators; 0.065% of 360,000 active; AID 652025, 2013; IL-2 activation reporter assay, cell-based qHTS; stimulated with anti-CD3/CD4/CD28 beads; in transgenic mouse T cells; activation, % (series mostly up to about 46 µM); in the data active = activation above about 50%; inconclusive = mostly about 30% to 49%; also: 0% is about no effect
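Readout is EGFP and DsRed signal by fluorescent plate cytometry after 18 h at 37 degrees C. Transgenic mouse T cells (750/well) received compound for 60 min before bead stimulation (anti-CD3, anti-CD4, anti-CD28); memory T cells served as non-tolerant control.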
PTHR1 ag – qHTS for PTHR1 Agonists: Primary Screen; Parathyroid hormone/parathyroid hormone-related peptide receptor (Homo sapiens), Q03431; HEK293 GP2 PTHR1 cells, GloSensor cAMP luminescence, 1 h; Potency, µM (top dose mostly 115 µM), for the others: at the highest dose activation, most hits filed as activators; 0.075% of 410,000 active; AID 743266, 2014; also: potency is read from the fitted curve at half-maximal effect; nearly all actives have a fitted effect of over 55% in size; some results filed as inactive show a strong effect at the top dose; inactives centre near -15; many of its hits are not listed in these tables
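HEK-293-derived GP2 cells expressing PTHR1 and a GloSensor cAMP reporter, 3,000/well, plated overnight, given luciferin plus IBMX (each 0.5 mM as added) for 1 h at 37 °C, then compound for 1 h at 37 °C. Luminescence was read after 15 min at room temperature.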
* hit, by the source's call; i = inactive; u = inconclusive; x = no result given; [ ] = remark or other dose. Unless noted, calls follow the shape of the dose curve; as a rule, active = well fitted curve in the direction sought with a large enough effect; inconclusive = small, poorly fitted or top-dose-only effect, or another doubt; inactive = no such curve, though single readings can be large; an effect the other way counts as inactive or inconclusive. A portion of the library; count on the stated rates, not on these rows.

SMILES	GLP1R inv ag	PLK1 PBD block	GLP1R ag	EPAC1 agonist	EPAC1 antagonist	PI5P4K alpha inh	GLP1R cytotox	IL-2 act	PTHR1 ag
Cc1c(C#N)c2ccccc2n1CC(=O)N1CCCC1	-21%	30µM*	-10%	-8%	20%	-8	-9%	-0.5	i
O=C(CCc1nc2ccccc2c(=O)[nH]1)OCc1ccc(Cl)cc1Cl	1%	-11%	0%	5%	-1%	0	5%	2.7	i
CC(C)CNC(=O)COC(=O)c1cc(Cl)cc(Cl)c1N	-24%	-2%	0%	13%	-10%	8	-21%	1.2	i
CC(=O)c1cccc(NC(=O)CCc2nnc3ccc(NCc4ccc5c(c4)OCO5)nn23)c1	14%	0%	7%	12%	-1%	-1	-10%	0.1	-11%
Cn1c(SCC(=O)NCC2CCCO2)nnc1-c1ccc(Cl)cc1 (stereo not drawn)	14%	-20%	-1%	4%	-29%	5	1%	0.4	-16%
COc1ccc(S(=O)(=O)N(CC(=O)N/N=C/c2ccccc2C(=O)O)c2ccccc2OC)cc1	0%	-13%	5%	0%	3%	5	-5%	1.2	i
COc1ccc(C(C)=O)cc1COC(=O)c1cccnc1SC	26%	u	23%	-8%	u	-14	-6%	0.4	i
CCOC(=O)c1c(C)[nH]c(C)c1S(=O)(=O)N(C)CC(=O)Nc1ccccc1OC	3%	-15%	15%	6%	12%	3	-10%	-2.1	-20%
Cc1ccc(NC(NC(=O)Cc2ccccc2)C(Cl)(Cl)Cl)cc1 (stereo not drawn)	u	-13%	-8%	-10%	3%	-6	-12%	0.4	-11%
C=CCN1C(=O)CSC1=Nc1ccc(NC(C)=O)cc1	9%	-3%	-1%	-5%	-2%	0	6%	-0.6	-9%
O=S(=O)(NCCN1CCOCC1)c1ccc(F)c(Cl)c1	-9%	3.4µM*	-1%	8%	-15%	u	-2%	-0.7	-4%
Cc1ccc(NC(=O)C2CCN(S(=O)(=O)c3cccnc3)CC2)cc1C	-1%	3%	5%	-6%	7%	1	1%	0.5	-46%[inhibitor]
O=C(Cn1c(O)c(/C=C2\C=Nc3ccccc32)sc1=O)N1CCOCC1	6%	0%	15%	-13%	-29%	-6	0%	-4.1	-2%
COC(=O)C1C(=O)NCC1c1ccc(C)cc1 (stereo not drawn)	0%	3%	-7%	2%	-6%	x	10%	21	-13%
CCOC(=O)c1c(C)c(C(=O)O)n(C)c1C	0%	-1%	-5%	0%	8%	x	-7%	-2.3	i
Cc1cccc(NC(=O)C2CC2c2ccccc2)c1C (stereo not drawn)	-25%	-13%	16%	4%	-1%	-2	2%	-0.4	-30%
O=C(Nc1ccccc1NS(=O)(=O)c1ccc(F)cc1)C1CCCC1	-20%	-7%	-1%	3%	10%	4	6%	-5.3	-6%
CCOC(=O)c1ccc(CSc2ncn[nH]2)o1	5%	-3%	3%	8%	-2%	x	7%	-0.1	-24%[57.5 µM]
CC1CCN(C(=O)C(C)OC(=O)CSc2ccc([N+](=O)[O-])cc2)CC1 (stereo not drawn)	-5%	15µM*	2%	6%	3%	u	2%	0.2	-20%
Cc1n[nH]c(C)c1S(=O)(=O)N1CCc2ccccc21	32%[activator]	-4%	4%	-2%	4%	-15	1%	-0.8	-16%[57.5 µM]
Cc1cccc(/C(N)=N/OC(=O)Cc2cccs2)c1	-5%	-5%	1%	9%	8%	-18	4%	-1.7	i
COC(=O)C(CC(C)C)NC(=O)C(N)Cc1ccccc1 (stereo not drawn)	1%	-7%	-11%	0%	11%	-1	3%	-2.2	-7%
Cc1ccc(C(=O)OC(C)C(=O)NCc2ccc3c(c2)OCO3)cc1S(=O)(=O)N1CCOCC1 (stereo not drawn)	-5%	-12%	4%	9%	-2%	6	1%	-4.7	-24%
CCOC(=O)N1CCN(Cc2nc3ccc([N+](=O)[O-])cc3c(=O)n2-c2ccc(OC)cc2OC)CC1	10%	-6%	13%	0%	-12%	4	6%	-0.2	-4%
O=C(OCC1OC(n2cnc3c(N(C(=O)c4ccccc4)C(=O)c4ccccc4)ncnc32)C(O)C1F)c1ccccc1 (stereo not drawn)	-14%	0%	-2%	22%	-20%	x	-19%	-1.8	-3%

Random excerpt: three compounds from above, in no set order.
SMILES	GLP1R inv ag	PLK1 PBD block	GLP1R ag	EPAC1 agonist	EPAC1 antagonist	PI5P4K alpha inh	GLP1R cytotox	IL-2 act	PTHR1 ag
CC(=O)c1cccc(NC(=O)CCc2nnc3ccc(NCc4ccc5c(c4)OCO5)nn23)c1	14%	0%	7%	12%	-1%	-1	-10%	0.1	-11%
COC(=O)C(CC(C)C)NC(=O)C(N)Cc1ccccc1 (stereo not drawn)	1%	-7%	-11%	0%	11%	-1	3%	-2.2	-7%
COC(=O)C1C(=O)NCC1c1ccc(C)cc1 (stereo not drawn)	0%	3%	-7%	2%	-6%	x	10%	21	-13%

Returning to the listing, starting 2 compounds before the break.
SMILES	GLP1R inv ag	PLK1 PBD block	GLP1R ag	EPAC1 agonist	EPAC1 antagonist	PI5P4K alpha inh	GLP1R cytotox	IL-2 act	PTHR1 ag
CCOC(=O)N1CCN(Cc2nc3ccc([N+](=O)[O-])cc3c(=O)n2-c2ccc(OC)cc2OC)CC1	10%	-6%	13%	0%	-12%	4	6%	-0.2	-4%
O=C(OCC1OC(n2cnc3c(N(C(=O)c4ccccc4)C(=O)c4ccccc4)ncnc32)C(O)C1F)c1ccccc1 (stereo not drawn)	-14%	0%	-2%	22%	-20%	x	-19%	-1.8	-3%
COc1ccc(NC(=O)N2CCCC(C(=O)NCc3ccccc3F)C2)cc1 (stereo not drawn)	-15%	-8%	7%	8%	1%	-2	-9%	-2.1	-7%
O=C(COC(=O)c1cccc(S(=O)(=O)NCc2ccccc2)c1)Nc1ccccc1OC(F)F	9%	-1%	10%	6%	-4%	0	4%	-3.2	i
N#CC1CCCc2c1[nH]c1ccc([N+](=O)[O-])cc21 (stereo not drawn)	-21%	1%	25%	10%	-7%	-1	1%	-2.9	-3%
Cn1c2ccccc2c2cnn(CC(=O)N3CCCCC3)c(=O)c21	19%	3%	-3%	-1%	7%	0	-20%	0.3	i
Cc1cc([N+](=O)[O-])cc(/C=N\NC(=O)C2COc3ccccc3O2)c1O (stereo not drawn)	u	-4%	-2%	-5%	-11%	-9	u	0.7	-22%
CC(=O)c1cccc(-c2cnc3c(NC=O)cc(-c4cccc(C(=O)N(C)C)c4)cn23)c1	-4%	-8%	18%	0%	-7%	-9	-2%	-0.9	-6%
COC(=O)C1(C)NC(c2ccc(O)cc2)C2C(=O)N(c3ccc4c(c3)OCCO4)C(=O)C21 (stereo not drawn)	13%	-11%	-9%	-4%	-1%	1	-11%	-0.9	i
COc1ccccc1/C=N/Nc1cc(N(C)C)nc(N(C)C)n1	u	-11%	10%	11%	5%	3	0%	-3.3	i
CCc1nc(-c2ccc(C)nc2OC)no1	2%	-7%	1%	-1%	17%	-13	-18%	1.1	-3%[57.5 µM]
Cc1ccc(C(C)(C)C)c(OCCCn2ccnc2)c1	u	0%	8%	6%	0%	3	12%	-2.4	i
COc1ccc(CC(=O)Nc2cccc(-c3ccc4nnc(C)n4n3)c2)cc1	82%[activator]	-2%	25%	8%	4%	1	-7%	1.1	i
Nc1ccc(Oc2ccc(N)c([N+](=O)[O-])c2)cc1[N+](=O)[O-]	u	8%	15%	-5%	-10%	2	-29%	1.2	-17%
COC(=O)C1=CN(C2CC2)C=C(C(=O)OC)C1c1ccccc1OC	1%	-3%	-5%	3%	-6%	2	x	1.0	i
O=C(NCc1ccc2c(c1)OCO2)Nc1cccc(Cl)c1	-22%	1%	21%	10%	-1%	8	-2%	-0.2	-13%
COc1ccccc1CCn1cc(C#N)c(=O)[nH]c1=O	7%	6%	4%	-6%	12%	0	-12%	-0.4	-3%
CCOc1cccc(CN2CCC(n3nccc3NC(=O)CCCc3ccccc3)CC2)c1	10µM*	-15%	17%	4%	8%	-3	-6%	-3.4	-2%
C=C(Br)CN1CCN(CC(=C)Br)CC1	1%	-11%	-5%	-6%	1%	5	-3%	-0.7	i
O=C(C(=O)N1CCN(C(=O)OCc2ccccc2)CC1)c1cccnc1	6%	-14%	x	3%	19%	4	2%	0.8	i
CCN1C(=O)C(O)(CC(=O)C(C)(C)C)c2cc(Br)ccc21 (stereo not drawn)	0%	2%	14%	0%	2%	-2	-2%	-5.6	i
Cc1ccc(-n2ncc3c(=O)[nH]c(SCC(=O)N4CCCCC4)nc32)cc1	2%	3%	-1%	-8%	-22%	-15	-14%	-1.2	i

Full records, looked up by structure.
`O=C(COC(=O)c1cccc(S(=O)(=O)NCc2ccccc2)c1)Nc1ccccc1OC(F)F` as listed: GLP1R inv ag: 9%; PLK1 PBD block: -1%; GLP1R ag: 10%; EPAC1 agonist: 6%; EPAC1 antagonist: -4%; PI5P4K alpha inh: 0; GLP1R cytotox: 4%; IL-2 act: -3.2; PTHR1 ag: i
`Nc1ccc(Oc2ccc(N)c([N+](=O)[O-])c2)cc1[N+](=O)[O-]` as listed: GLP1R inv ag: u; PLK1 PBD block: 8%; GLP1R ag: 15%; EPAC1 agonist: -5%; EPAC1 antagonist: -10%; PI5P4K alpha inh: 2; GLP1R cytotox: -29%; IL-2 act: 1.2; PTHR1 ag: -17%
